RXFP1 antag: qHTS Assay for Antagonists of the Relaxin Receptor RXFP1; Relaxin receptor 1 (Homo sapiens), Q9HBX9; HEK293-RXFP1, relaxin-stimulated cAMP HTRF, 30 min; active compounds read low; activity change, negative = inhibition, % at 57.5 µM; 350,000 compounds, 0.59% hits; AID 1259400, 2018;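 active = activity change of -60% or lower, but not beyond a set lower limit; inconclusive = change between -60% and -40%, or beyond the set limit; inactive = change above -40%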; also: % is scaled to controls: 0 for no effect and ±100 for the full control effect
D1 ag: Allosteric Agonists of the Human D1 Dopamine Receptor: qHTS. HEK293 T-REx D1 cells, calcium flux, agonist mode. activation, % at 2 µM. 360,000 compounds, 1% hits. AID 504660, 2011; also: 0% is about no effect
Target sequence (P21728 whole entry, looked up): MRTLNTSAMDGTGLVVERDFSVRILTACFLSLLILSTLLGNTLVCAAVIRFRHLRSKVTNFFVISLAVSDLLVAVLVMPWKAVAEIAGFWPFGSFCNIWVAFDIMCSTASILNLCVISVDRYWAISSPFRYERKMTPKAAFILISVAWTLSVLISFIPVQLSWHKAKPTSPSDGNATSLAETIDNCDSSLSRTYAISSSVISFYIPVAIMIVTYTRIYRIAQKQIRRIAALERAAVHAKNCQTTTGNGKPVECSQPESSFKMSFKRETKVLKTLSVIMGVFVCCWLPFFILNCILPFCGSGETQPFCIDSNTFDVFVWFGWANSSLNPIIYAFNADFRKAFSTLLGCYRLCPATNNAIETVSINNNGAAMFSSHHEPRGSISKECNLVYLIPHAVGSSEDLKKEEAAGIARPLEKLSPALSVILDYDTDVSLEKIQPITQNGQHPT
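Agonism was scored from calcium flux recorded over 180 s (1 read/s) after pintool compound addition, following a 10-cycle baseline. Cells were inducible force-coupled HEK293 TREx D1, plated overnight at 30 C and loaded with no-wash calcium dye.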
TRHR enhancer: qHTS for Small Molecule Agonists and Allosteric Enhancers of Human TRH Receptor: Primary Screen for Enhancers; Thyrotropin-releasing hormone receptor (Homo sapiens), P34981; TRHR cells, fluo-8 calcium fluorescence, EC20 TRH enhancement; enhancement, % at 2 µM; 360,000 compounds, 0.66% hits; AID 493056, 2011; in the data active = enhancement above about 30%; also: 0% is about no effect
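Enhancer read-out: after compound pinning and an initial kinetic agonist-mode read, an EC20 of TRH (10 nM final) was injected and fluo-8 calcium signal (Ex 480/Em 530) followed at 1 s/cycle for 100 cycles in TRHR-expressing cells.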
D2 antag: HTS Assay for Allosteric Antagonists of the Human D2 Dopamine Receptor: Primary Screen for Antagonists | D(2) dopamine receptor (Homo sapiens), P14416 | HEK293 TREx D2 cells, calcium flux, dopamine EC80 | inhibition, % at 10 µM | 340,000 compounds, 2% hits; in the data active = inhibition above about 30%; also: 0% is about no effect
Target sequence (P14416 whole entry, looked up): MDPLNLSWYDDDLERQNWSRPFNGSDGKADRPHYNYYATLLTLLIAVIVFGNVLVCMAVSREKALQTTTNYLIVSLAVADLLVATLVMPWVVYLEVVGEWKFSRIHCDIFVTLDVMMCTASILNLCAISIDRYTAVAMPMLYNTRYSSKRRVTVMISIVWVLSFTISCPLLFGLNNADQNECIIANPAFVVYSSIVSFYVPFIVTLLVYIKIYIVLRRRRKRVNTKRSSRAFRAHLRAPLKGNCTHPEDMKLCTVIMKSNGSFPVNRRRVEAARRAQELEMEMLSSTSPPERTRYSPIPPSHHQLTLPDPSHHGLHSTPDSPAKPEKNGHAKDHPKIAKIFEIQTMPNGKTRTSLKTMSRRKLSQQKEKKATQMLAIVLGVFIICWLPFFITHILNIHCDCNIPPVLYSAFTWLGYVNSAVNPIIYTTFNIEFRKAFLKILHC
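Tetracycline-induced HEK293 TREx cells expressing D2 receptor forced-coupled to calcium signalling, loaded with no-wash calcium dye. Compounds added and calcium flux read 180 s, then dopamine added at EC80 and read a further 180 s.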
D1 antagonist: Antagonist of Human D 1 Dopamine Receptor: qHTS | D(1A) dopamine receptor (Homo sapiens), P21728 | HEK293 TREx D1 cells, calcium flux, dopamine EC80; active compounds read low | activity change, negative = inhibition, % at 10 µM | 360,000 compounds, 3.2% hits | AID 504652, 2011; in the data active = activity change below about -30%; also: % is scaled to controls: 0 for no effect and ±100 for the full control effect
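Using tetracycline-induced force-coupled D1 Hek293 cells and a calcium dye, signals were followed for 180 s after compound, then for 180 s after EC80 dopamine, to detect inhibitors.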
D2 ag: HTS Assay for Allosteric Agonists of the Human D2 Dopamine Receptor: Primary Screen for Agonists; activation, % at 2 µM; HEK293 T-REx D2 cells, calcium flux agonist mode; 340,000 compounds, 0.53% hits; D(2) dopamine receptor (Homo sapiens), P14416; AID 485358, 2010;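 active = activation over 3 SD above normal in the single-dose calcium agonist read, cut at about 30% in these data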; also: 0% is about no effect
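Calcium-flux readout, 1 cycle/sec over 180 s following compound pin transfer, in inducible HEK293 Trex D2 cells (force-coupled); dopamine controls included. Positive calcium responses during this window marked compounds as potential agonists.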
D2 PAM: HTS Assay for Positive Allosteric Modulators of the Human D2 Dopamine Receptor: Primary Screen for Potentiators. D(2) dopamine receptor (Homo sapiens), P14416. HEK293 T-REx D2, calcium flux, EC20 dopamine potentiation. potentiation, % at 10 µM. 340,000 compounds, 0.34% hits. AID 485347, 2010;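 active = potentiation over 3 SD above the plate norm, cut at about 30% in these data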; also: 0% is about no effect
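Cells plated with tetracycline inducer and held overnight at 30 C; calcium dye loaded 30–90 min at room temperature; baseline taken, compound added and read 180 s; EC20 dopamine then added and read 180 s.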
D1 potentiator: Potentiators of Human D1 Dopamine Receptor: qHTS; AID 504651, 2011; D(1A) dopamine receptor (Homo sapiens), P21728; HEK293 TREx D1 cells, calcium flux, dopamine EC20 potentiation; 360,000 compounds, 0.036% hits; potentiation, % at 10 µM; in the data active = potentiation above about 30%; also: 0% is about no effect
TRHR ag: qHTS for Small Molecule Agonists and Allosteric Enhancers of Human TRH Receptor: Primary Screen for Agonists; Thyrotropin-releasing hormone receptor (Homo sapiens), P34981; TRHR cells, calcium flux fluo-8, FDSS agonist mode; activation, % at 2 µM; 360,000 compounds, 0.18% hits; also: 0% is about no effect
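Read-out: compound-evoked intracellular calcium rise in TRHR cells, fluo-8 dye, kinetic FDSS fluorescence at 1 s/cycle following a 10-cycle baseline. Cells cultured overnight before dye loading (30 min–1.5 h, RT).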
The depositor's hits bear a star; ? = inconclusive; / = no result given; & = joins results of further samples. Rule as the data show it, unless noted: active = activation above about 30%; inactive = the rest.

SMILES	RXFP1 antag	D1 ag	TRHR enhancer	D2 antag	D1 antagonist	D2 ag	D2 PAM	D1 potentiator	TRHR ag
Cc1ccc(NC(=O)CNc2cc(S(=O)(=O)N3CCOCC3)ccc2NCC2CCCO2)cc1F (stereo not drawn)	-8.8	2.5	-3.5	10.9	14.8	-0.1	5.6	0.2	-0.1
CC(C)(C)OC(=O)N1CCC(C(=O)NCC2CCCO2)CC1 (stereo not drawn)	19.7	4.3	1.5	-3.5	-15.9	-0.2	-1.2	-4.2	1.7
COc1ccc(C(=O)OCn2nnc3ccccc3c2=O)cc1OC	5.3	6.3	20.9	7.1	-15.0	0.9	0.5	-1.3	-0.1
O=C(NNC(=O)C1CC1)Nc1ccc(Cl)cc1	0.8	6.1	-1.7	2.4	8.1	1.0	-5.7	1.9	0.9
CN(Cc1nc2ccccc2c(=O)[nH]1)C(=O)c1cccc(S(=O)(=O)N2CCCC2)c1	11.8	5.8	-4.8	/	3.3	/	-4.1	-2.1	0.3
Cc1cccc(NC(=O)Cn2c(=O)n(Cc3ccc4c(c3)OCO4)c(=O)c3ccccc32)c1	/	5.2	0.7	/	-1.7	/	0.0	1.2	1.0
C=CCSc1nc(C)c(Cc2cccc3ccccc23)c(=O)[nH]1	-14.4	1.6	-5.9	-10.5	-4.1	0.3	-9.4	5.2	1.5
CC(N=c1ccccn1C(=O)Nc1ccc(Cl)cc1)c1ccco1 (stereo not drawn)	-9.9	5.7	8.0	-3.4	-13.6	-1.6	-5.3	-9.7	-2.1
FC(F)(F)c1cnc2c(-c3ccc(Cl)cc3Cl)noc2c1	-16.3	2.8	-5.8	0.3	-2.6	-1.2	5.1	1.0	0.3
CC(Sc1nnc(-c2ccco2)n1C)C(=O)NC1CCCC1 (stereo not drawn)	3.1	0.6	1.9	8.0	-6.1	0.9	2.1	-2.3	0.7
Cc1cc(C)c2oc(-c3ccc(NC(=O)c4cc(Br)ccc4Cl)cc3)nc2c1	-21.7	0.1	5.1	/	6.4	-2.9	15.8	3.5	-1.7
Cc1ccc(CNC(=O)C2CCN(C(=O)c3cnn(-c4ccccc4)c3-n3cccc3)CC2)cc1	5.0	1.3	8.2	/	-3.4	0.2	/	-5.3	0.4
CCN(CC)C(=O)C1CCCN(c2ccc([N+](=O)[O-])cc2)C1 (stereo not drawn)	-6.7	2.0	6.7	0.5	-17.0	0.2	14.7	-6.2	-0.8
O=C(Nc1ccccc1)Nc1cccc2ccccc12	-11.5	2.5	1.7	0.7	-17.7	-1.1	-3.6	-1.0	0.9
COCCNC(=O)CN1C(=O)CSc2ncccc21	/	1.9	5.3	-8.6	-4.7	-0.3	-1.9	4.8	0.5
CCOC(=O)CSc1nc(-c2ccccc2)cc(C(F)(F)F)c1C#N	/	22.1	0.5	/	-2.1	-2.0	15.6	-3.5	-1.0
CN1C[C@@H]2C[C@@H](c3ccc(C#CC(C)(C)O)s3)N3CCC[C@@]23C1=O	-2.9	6.1	12.2	4.9	-8.7	0.3	-2.5	0.2	0.8
COc1cc(C#Cc2ccc3cc(CCCO)oc(=O)c3c2)cc(OC)c1	/	2.7	5.1	7.7	/	0.2	23.7	3.5	0.1
Cc1ccnc(SCC(=O)c2cccs2)n1	-21.0	3.1	-4.4	-5.2	11.1	-0.4	-5.2	-2.4	-1.5
COc1nc(-c2ccccc2Cl)ccc1C#N	7.1	2.6	15.9	-3.1	9.1	-0.7	-11.8	-3.4	1.0
CC(Sc1nccn1C)C(=O)Nc1ccc(Cl)cn1 (stereo not drawn)	12.0	1.3	1.9	48.9*	2.6	0.2	-2.4	4.5	-0.5
COc1ccc(CN2C(=O)N(c3ccc(OC)cc3)C(=O)C2CC(=O)Nc2ccccc2)cc1 (stereo not drawn)	5.6	1.8	4.8	11.0	-2.5	0.8	-1.4	-1.4	0.4
CC1CCCC(C)N1C(=S)NCc1ccco1 (stereo not drawn)	-5.5	2.5	8.7	30.5*	-1.9	0.1	11.7	0.1	-0.6
CCOC(=O)c1noc2ncnc(N(CCC(=O)OC)c3ccccc3)c12	/	1.2	0.0	/	-17.1	-0.2	27.3	-1.7	-0.5
CCOC(=O)c1ccc(Nc2ccc([N+](=O)[O-])cn2)cc1	3.9	0.5	5.7	7.8	-0.7	0.5	3.0	-10.2	0.2
CC(C)(C)c1ccc(OCC(=O)NCc2ccco2)c(Br)c1	-16.4	2.3	-5.5	12.0	1.3	0.1	-3.0	-2.5	0.3
O=C(NCc1ccccc1)C1CCCN(S(=O)(=O)c2cccc3nsnc23)C1 (stereo not drawn)	8.5	1.0&0.5	-3.0&3.0	-5.1	-8.9&-0.7	-2.3&-0.1	10.4&0.2	-7.1&3.3	-1.4&-1.3
Cc1cc(C)c2sc(NC(=O)c3ccc(N4C(=O)CCC4=O)cc3)nc2c1	-6.0	1.3	1.5	12.8	-0.1	0.4	13.1	11.2	0.8
CCOC(=O)c1c(NC(=O)CCC(=O)O)sc2c1CCCCC2	8.4	2.7	8.0	4.7	-5.2	-0.9	-5.6	-7.0	-0.1
CCOc1ccc(CCNC(=O)Cn2ncc3c(=O)oc4ccc(C)cc4c32)cc1	-0.1	0.9	-5.9	/	-10.3	0.0	-4.5	-0.1	-0.8
O=C(Cn1nnc2ccccc2c1=O)NCc1ccc(Cl)cc1	-4.3	2.4	1.3	-4.2	6.4	-0.2	4.3	1.3	-1.0
O=C(Nc1ccn(Cc2c(F)c(F)c(F)c(F)c2F)n1)c1cccc(Cn2cc([N+](=O)[O-])cn2)c1	2.1	3.8	-5.8	17.9	0.4	0.7	-9.5	0.4	0.3
COc1ccc2[nH]c(=O)c(CN(Cc3cccnc3)S(=O)(=O)c3ccccc3F)cc2c1	?	1.3	11.6	/	-24.4	/	-6.7	/	0.4
O=C(Cn1nc(C(=O)O)c2ccccc2c1=O)Nc1ccccc1C(F)(F)F	-5.5	8.9	2.1	-4.7	9.1	0.1	-9.0	0.8	-0.3
CCN(CC)CCCNC(=O)c1oc2c(c1C)-c1nn(Cc3ccc(Cl)cc3)cc1CC2	-23.0	17.4	-0.3	/	-2.5	-0.8	1.7	-2.4	0.8
Cc1cc(Cl)ccc1N=c1ssnc1Cl	-4.5	30.0*	-3.3	9.7	-17.1	1.6	3.7	0.1	5.7
CCc1c(C)nc(N2CCN(c3ccccc3F)CC2)[nH]c1=O	7.2	14.0	0.0	-2.7	-15.9	0.9	-0.2	-0.7	0.1
COCCCNC(=O)c1nc2ccccc2c(=O)n1NC(=O)Nc1c(Cl)cccc1Cl	-1.4	2.0	5.2	-13.0	3.8	-2.3	3.1	-2.2	0.3
COc1ccc(C(=O)NNC(=O)c2ccc(C(C)(C)C)cc2)cc1	-35.7	1.7	2.1	5.3	-15.0	0.1	/	1.1	0.3
Cc1ccc(-n2cnc3cc(C(=O)NCCC4=CCCCC4)ccc32)cc1Cl	6.0	1.0	-5.3	/	-2.3	0.8	9.6	-0.7	0.3
CN(C)CCCN(C(=O)c1ccco1)c1nc2ccc(Br)cc2s1	?	8.4	-3.6	6.2	-8.4	0.7	-20.7	-3.9	1.0
CCOC(=O)CSc1nc2cc(C(=O)N3CCCC3)ccc2c(=O)n1Cc1ccccc1	-0.9	1.2	1.0	-2.6	/	-0.2	12.7	-2.9	-0.3
COc1ccc(C2c3c(ncn(CCCO)c3=N)Oc3ccc4ccccc4c32)cc1 (stereo not drawn)	-13.4	1.9	3.4	/	-0.1	1.0	5.8	1.9	0.6
COc1cc(O)c(CC=C(C)C)c(O)c1C(=O)CCc1ccc(O)cc1	/	3.9	15.5	9.5	-11.6	0.7	4.5	4.8	1.1
O=C(Cn1c(=O)oc2ccccc21)Nc1ccc2c(c1)OCCO2	10.5	3.4	10.8	-24.0	-7.2	-0.2	11.0	-2.2	-0.1
CCOC(=O)/C(C#N)=C1\CCCN1CC(N)=S	-15.6	4.6	-4.7	8.9	3.7	0.1	0.3	-2.8	0.4
Nc1nc(CCl)nc(N(c2ccccc2)c2ccccc2)n1	8.4	2.2	-5.4	-4.7	-13.8	1.4	1.8	-0.9	-0.2
CC1=NOC(=O)/C1=C/c1ccc(O)c(Br)c1	-4.7	4.7	3.9	2.6	-20.9	-1.8	-2.3	-1.4	0.8
C#CC[N+](C)(C)CCCCCCCCCC	-13.3	0.3	5.2	-0.8	-2.4	0.8	-5.0	-0.8	0.7
COc1ccc(NS(=O)(=O)c2cccc(C(=O)NCC3(N(C)C)CCCCC3)c2)cc1	-26.7	1.0	-5.1	/	12.3	/	/	-7.3	0.9
CC(=O)NCCn1c(SCc2cc(F)ccc2F)nc2ccccc2c1=O	-11.8	1.8	-0.3	-2.2	22.6	0.0	5.6	-2.0	0.1
CC(C)C[C@H]1CNC(=O)C(=O)N1C[C@H](C)NC(=O)Cc1ccccc1	/	0.7	1.7	-31.5	0.1	1.2	12.1	2.7	0.4
Cc1cc(NC(=O)CSc2nnnn2-c2ccc(C)c(Cl)c2)no1	-6.5	-2.1	-1.0	3.7	-12.1	0.9	-8.9	3.0	0.0
CC(C)(C)NC(=O)COC(=O)c1ccc(F)cc1Cl	7.0	1.6	-6.6	6.5	-11.8	-0.1	-7.9	-3.1	0.3

Reprinted at random: 4 records from the list, in no set order.
SMILES	RXFP1 antag	D1 ag	TRHR enhancer	D2 antag	D1 antagonist	D2 ag	D2 PAM	D1 potentiator	TRHR ag
CC1=NOC(=O)/C1=C/c1ccc(O)c(Br)c1	-4.7	4.7	3.9	2.6	-20.9	-1.8	-2.3	-1.4	0.8
Cc1cc(NC(=O)CSc2nnnn2-c2ccc(C)c(Cl)c2)no1	-6.5	-2.1	-1.0	3.7	-12.1	0.9	-8.9	3.0	0.0
COc1ccc(NS(=O)(=O)c2cccc(C(=O)NCC3(N(C)C)CCCCC3)c2)cc1	-26.7	1.0	-5.1	/	12.3	/	/	-7.3	0.9
CC(=O)NCCn1c(SCc2cc(F)ccc2F)nc2ccccc2c1=O	-11.8	1.8	-0.3	-2.2	22.6	0.0	5.6	-2.0	0.1

Screens (PubChem BioAssay)

Compounds were not picked by outcome; any-hit rate near 7.1%.
